# VHR inh abs: DUSP3 (human) phosphatase inhibition | hit rate 0.52% among 290,000 | recombinant VHR phosphatase, pNPP absorbance | P51452 | inhibition, % at 13.3 µM; in the data active = inhibition above about 50%; also: some compounds called inactive have numbers as strong as hits
# CCHFV vOTU inh: CCHFV vOTU protease inhibition; inhibition, % at 11.5 µM; Pep-AMC fluorescence; AID 651958; hit rate 0.55% among 370,000; also: 0% = vehicle wells with enzyme and 100% = no enzyme wells
# MazEF act: increases E. coli MazEF RNase cleavage of RNA. activation, % at 20 µM. hit rate 0.32% among 350,000. P0AE70. FAM/BHQ RNA-DNA oligo cleavage fluorescence, 5 h; in the data active = activation above about 50%
# Target sequence (P0AE70 whole entry, looked up): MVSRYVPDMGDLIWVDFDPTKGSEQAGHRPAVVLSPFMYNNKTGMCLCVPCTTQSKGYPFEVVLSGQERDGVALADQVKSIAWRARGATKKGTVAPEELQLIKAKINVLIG
# BoNT F protease: blocks Botulinum neurotoxin F light chain protease. inhibition, % at 10 µM. hit rate 0.22% among 360,000. Multiplex microsphere protease cleavage assay, flow cytometry; in the data active = inhibition above about 35%, passing the limit was not always enough; inconclusive = no clear call, values can overlap the other calls; also: plate controls were buffer without enzyme for full effect and enzyme alone for no effect
# GDH-TPI counter: counter-screen for M. tuberculosis FBA inhibitors: GDH-TPI coupled enzymes; GDH-TPI coupled enzyme counterscreen, NADH absorbance; inhibition, % at 4.8 µM; hit rate 1.2% among 360,000;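 also: 0% = DMSO wells and 100% = wells lacking the enzyme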
# Mtb FBA inh: inhibits M. tuberculosis FBA enzyme | P9WQA3 | purified M. tuberculosis FBA, fluorescence read-out | inhibition, % at 1 µM | hit rate 2.3% among 360,000 | AID 588726; in the data active = inhibition above about 27%;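 also: 0% = vehicle and 100% = reference inhibitor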
# Rv3671c protease: inhibitors of M. tuberculosis serine protease Rv3671c | inhibition, % at 5.96 µM | hit rate 0.048% among 320,000 | P9WHR9; in the data active = inhibition above about 38%;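 also: extracellular domain of Rv3671c used as enzyme; 0% = enzyme with DMSO and 100% = no enzyme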
# Target sequence (P9WHR9 whole entry, looked up, the tested form may be a part): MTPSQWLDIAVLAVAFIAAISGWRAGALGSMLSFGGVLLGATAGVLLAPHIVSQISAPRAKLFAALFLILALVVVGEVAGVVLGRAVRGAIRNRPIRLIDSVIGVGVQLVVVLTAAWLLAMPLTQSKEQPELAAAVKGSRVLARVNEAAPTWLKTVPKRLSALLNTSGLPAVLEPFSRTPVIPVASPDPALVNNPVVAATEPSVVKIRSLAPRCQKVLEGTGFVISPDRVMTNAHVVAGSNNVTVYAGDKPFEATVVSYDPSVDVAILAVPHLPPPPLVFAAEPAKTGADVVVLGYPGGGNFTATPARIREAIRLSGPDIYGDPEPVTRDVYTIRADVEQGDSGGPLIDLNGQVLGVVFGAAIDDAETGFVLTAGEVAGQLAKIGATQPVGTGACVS
# Mtb BioA inh: BioA (M. tuberculosis) enzyme inhibition | purified M. tuberculosis BioA enzyme, plate reader | inhibition, % at 9.99 µM | hit rate 0.096% among 360,000 | AID 602481; in the data active = inhibition above about 40%; inconclusive = no clear call, values can overlap the other calls
# UGM FP inh: Mtb UDP-galactopyranose mutase inhibition. P9WIQ1. AID 504406. hit rate 0.06% among 320,000. purified UGM, fluorescence polarization probe displacement. inhibition, % at 10 µM; in the data active = inhibition above about 10%, passing the limit was not always enough; inconclusive = no clear call, values can overlap the other calls
# Target sequence (P9WIQ1 whole entry, looked up): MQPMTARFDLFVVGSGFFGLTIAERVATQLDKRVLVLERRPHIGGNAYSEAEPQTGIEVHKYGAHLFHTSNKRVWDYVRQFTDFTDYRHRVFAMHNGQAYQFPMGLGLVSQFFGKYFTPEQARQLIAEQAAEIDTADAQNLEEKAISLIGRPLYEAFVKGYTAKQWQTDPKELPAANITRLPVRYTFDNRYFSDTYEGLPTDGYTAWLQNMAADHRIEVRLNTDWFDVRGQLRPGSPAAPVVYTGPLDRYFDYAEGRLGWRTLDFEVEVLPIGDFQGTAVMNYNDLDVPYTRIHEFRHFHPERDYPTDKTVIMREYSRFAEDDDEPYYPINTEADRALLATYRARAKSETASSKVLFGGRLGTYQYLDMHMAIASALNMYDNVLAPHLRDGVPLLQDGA
# FadD28 FP inh: inhibitors of Mycobacterium tuberculosis FadD28 bisubstrate binding. AID 588549. inhibition, % at 12.5 µM. FadD28 bisubstrate probe binding, fluorescence polarization. hit rate 0.22% among 360,000; in the data active = inhibition above about 8.5%, passing the limit was not always enough; inconclusive = no clear call, values can overlap the other calls
# Numbers without * were called inactive; u = inconclusive; x = no result given. Rule as the data show it, unless noted: active = inhibition above about 30%; inactive = the rest.
# Each structure is followed by: VHR inh abs	CCHFV vOTU inh	MazEF act	BoNT F protease	GDH-TPI counter	Mtb FBA inh	Rv3671c protease	Mtb BioA inh	UGM FP inh	FadD28 FP inh
> CN(C)S(=O)(=O)c1cccc(NC(=O)CN2C(=O)NC(Cc3c[nH]c4ccccc34)C2=O)c1 (configuration not stated)
    14.7	-0.6	-16.4	-2.0	6.9	-4.1	2.8	x	1.2	0.2
> CCn1c(=O)c2cc(C(=O)N(C)c3cc(C)ccc3OC)sc2c2ccccc21
    20.5	8.0	1.1	6.2	32.5*	6.6	-6.2	-0.7	-1.5	-9.9
> Cc1oc(S(=O)(=O)N(C)C)cc1C(=O)Nc1ccc(F)cc1
    18.6	-9.0	-2.3	x	9.3	5.1	0.1	-1.2	5.0	-1.2
> CC(CCn1cccn1)NC(=O)CCc1nnc(CCc2ccccc2)o1 (configuration not stated)
    17.3	-5.5	7.1	-1.2	3.9	2.0	-15.8	x	-0.8	1.2
> OCc1cc(Br)ccc1OCc1nc2ccccc2s1
    8.0	x	5.9	-22.3	1.1	2.4	-9.7	-2.4	-2.7	-0.5
> COC(=O)c1sc(S(=O)(=O)NCCCN(C)C)c(C(=O)OC)c1C
    29.1	7.7	-8.5	-0.7	5.0	-0.1	6.6	-0.9	-0.6	1.7
> CC(C)c1ccc(NC(=O)C(c2ccccc2)N(Cc2ccco2)C(=O)CC2NC(=O)NC2=O)cc1 (configuration not stated)
    -16.8	6.4	-1.8	-1.5	4.6	1.4	3.9	x	3.4	-5.9
> Cc1ccc2c(c1)/C(=C/c1ccccc1C)C(=O)N2
    10.4	11.8	-6.1	10.5	24.8	-4.8	-3.2	-0.8	0.4	x
> CC(C)(C)OC(=O)NCCCCCc1nnc(SCc2cccc(F)c2)o1
    29.0	7.9	8.0	x	5.4	1.8	8.3	x	2.0	-3.0
> CN(C(=O)COC(=O)CN1C(=O)c2cccc([N+](=O)[O-])c2C1=O)c1ccccc1
    x	0.7	0.4	x	-2.5	4.1	2.2	-2.4	-2.4	-2.6
> O=C(Nc1cc(C(F)(F)F)ccc1N1CCCCC1)C1=COCCO1
    x	-6.0	-8.0	2.3	-4.0	3.2	x	-1.2	x	-1.3
> NS(=O)(=O)c1ccc(CCNC(=O)COC(=O)Cc2ccc([N+](=O)[O-])cc2)cc1
    x	-10.9	8.9	x	2.5	0.3	0.1	0.8	5.1	-4.2
> CCOC(=O)c1cc(CC)sc1NC(=O)COC(=O)c1cnccn1
    x	-6.8	-2.5	-12.5	5.2	2.1	1.6	-0.4	-0.7	-0.5
> Nc1nc(SCC(=O)C23CC4CC(CC(C4)C2)C3)n[nH]1
    17.0	5.7	-8.1	-3.1	-4.1	1.6	6.3	x	-1.5	-2.2
> O=C(NCC(=O)N1CCCC(C(F)(F)F)C1)c1ccc(Br)o1 (configuration not stated)
    x	-12.9	-0.5	-8.9	-10.6	-1.2	-5.5	x	1.4	-3.9
> COC(=O)N1CCCCC1c1cc(C(=O)Nc2ccc(OC)cc2C)no1 (configuration not stated)
    x	-7.8	x	-1.0	-1.8	3.3	x	2.5	x	-0.3
> O=C(CSc1nnc(-c2ccc(Cl)cc2)o1)N1CCOCC1
    18.7	-2.7	1.6	-20.2	0.7	1.6	-6.1	-0.9	-0.8	-0.3
> CN(Cc1ccccc1)C(=O)c1csc([C@@H]2O[C@H](CO)[C@H](O)[C@H](O)[C@H]2O)n1
    x	-6.4	x	5.3	8.4	-0.6	x	-0.3	x	-3.4
> O=C(c1ccco1)N1CCN(Cc2cc(=O)c(OCc3c(F)cccc3Cl)co2)CC1
    x	6.3	3.4	-0.3	1.8	1.3	2.0	0.9	1.9	-0.3
> O=C1CCCN1c1ncc(S(=O)(=O)c2ccc([N+](=O)[O-])cc2)s1
    -2.4	-11.5	14.7	-3.8	3.7	-4.7	0.0	x	-1.5	-1.9
> O=C(CCl)N1CCN(CC(=O)N2CCCC2)CC1
    12.5	-5.6	6.5	-7.2	-7.9	0.0	0.3	2.0	-0.5	-1.8
> CCN(CC(=O)NCc1ccc(Cl)cc1)C(=O)c1cc(OC)cc(OC)c1
    20.4	0.6	2.1	-6.5	-6.5	-1.9	0.4	-0.3	1.1	-4.5
> Cc1ccc(-n2nnnc2SCC(=O)N2CCc3ccccc3C2)c(C)c1
    17.0	6.3	3.4	-1.4	4.6	1.4	1.1	1.2	-1.4	-1.7
> COc1cccc(C2NC(=O)c3sc(=S)n(-c4ccccc4)c3N2)c1 (configuration not stated)
    2.4	-1.2	-4.5	-2.3	5.7	0.5	5.6	-0.2	0.4	-3.8
> CCOC(=O)Cc1csc(NC(=O)CSc2nc(C)cc(C)n2)n1
    x	3.8	2.9	-3.8	7.0	0.3	-3.8	x	1.7	0.9
> O=C(CN1CCCC1=O)NC1(C(F)(F)F)NC(=O)N(Cc2ccccc2)C1=O (configuration not stated)
    -5.0	13.3	0.6	-5.8	6.6	0.8	-5.2	-2.6	-0.4	2.7
> N#Cc1ccc(NC(=O)COC(=O)c2cccnc2Cl)cc1
    x	6.8	0.4	-3.3	1.8	0.6	4.9	1.7	-1.1	-0.3
> C=C[C@@H]1c2ccccc2N(S(=O)(=O)c2ccc(C)cc2)[C@H](c2ccc(C(=O)OC)cc2)C1(C#N)C#N
    x	-1.1	-11.0	-2.3	1.4	-3.0	-9.7	-1.3	2.1	-5.0
> Cc1nn(C)c(C)c1NC(=S)Nc1ccc(S(=O)(=O)Nc2ncccn2)cc1
    11.0	-2.7	5.3	-8.8	-0.7	-0.5	1.4	-1.4	1.0	-2.8
> COc1ccc(Br)cc1CN(C)CC(=O)Nc1ccccc1Cl
    31.5	-9.2	-10.9	0.6	5.2	-2.4	-12.8	0.5	-2.7	-1.6

# Rewritten with bars between the fields: entries from further up.
SMILES | VHR inh abs | CCHFV vOTU inh | MazEF act | BoNT F protease | GDH-TPI counter | Mtb FBA inh | Rv3671c protease | Mtb BioA inh | UGM FP inh | FadD28 FP inh
CCN(CC(=O)NCc1ccc(Cl)cc1)C(=O)c1cc(OC)cc(OC)c1 | 20.4 | 0.6 | 2.1 | -6.5 | -6.5 | -1.9 | 0.4 | -0.3 | 1.1 | -4.5
Cc1ccc(-n2nnnc2SCC(=O)N2CCc3ccccc3C2)c(C)c1 | 17.0 | 6.3 | 3.4 | -1.4 | 4.6 | 1.4 | 1.1 | 1.2 | -1.4 | -1.7

# Later entries:
# Each structure is followed by: VHR inh abs	CCHFV vOTU inh	MazEF act	BoNT F protease	GDH-TPI counter	Mtb FBA inh	Rv3671c protease	Mtb BioA inh	UGM FP inh	FadD28 FP inh
> CC(C)CCN=Cc1c(O)n(-c2ccccc2)c(=O)c2ccccc12
    7.3	6.2	-0.8	1.4	22.8	0.3	1.4	9.9	0.9	-3.1
> COc1cccc(NC(=O)c2ccc3c(O)c(S(=O)(=O)c4ccccc4)c(=O)[nH]c3c2)c1
    -12.2	12.9	9.4	1.6	12.6	1.2	-16.5	0.9	4.0	-22.8
> Cc1ccc(-c2ocnc2C(=O)Nc2ccccc2NC(=O)c2ccccn2)cc1
    26.0	1.4	-4.2	4.4	-3.8	1.2	-13.3	0.3	2.2	-1.3
> CCOc1ccc(-n2cc(-c3ccccc3)c3c(=S)nc[nH]c32)cc1
    -17.2	-1.4	3.6	-4.4	10.4	-0.7	-6.4	1.6	2.4	-5.7
> COc1cccc(CN(C)CC2CCCN(CCc3ccc(Cl)cc3)C2)c1OC (configuration not stated)
    9.4	-1.9	5.5	u	-0.8	-2.8	-1.0	0.1	7.3	-0.7
> N#Cc1ccc(C(=O)NCC(c2ccco2)N2CCCCC2)cc1 (configuration not stated)
    15.2	-0.5	6.6	3.5	-17.1	-0.7	0.5	0.2	-2.1	-5.5
> C/C(O)=C(/C=Nc1ccccc1)C(=O)Nc1ccccc1
    6.7	5.6	3.9	-0.2	18.5	-4.7	7.7	x	0.1	-3.0
> Cc1c(Cl)cccc1N=C(N)N=C(N)N
    8.5	-4.5	6.2	-2.5	1.3	0.2	-23.9	x	2.4	-0.1
> CC(Oc1ccc2ccc(=O)oc2c1)C(=O)NCC1CCC(C(=O)O)CC1 (configuration not stated)
    -6.8	-3.8	-2.7	-10.4	27.4	24.2	0.3	-2.0	-0.6	-1.4
> Cc1ccc(N2C(=O)c3ccccc3NC2c2ccccc2O)cc1 (configuration not stated)
    1.9	-22.6	8.4	-9.4	14.0	16.6	-7.6	-2.6	0.0	-2.0
> CCCCC(C(=O)NC(C)(C)C)N(Cc1ccccc1Cl)C(=O)c1snc(C(N)=O)c1N (configuration not stated)
    -34.8	13.8	-7.4	5.3	17.0	8.6	x	-1.2	x	-0.3
> O=[N+]([O-])c1ccc(N2CC2)c([N+](=O)[O-])c1
    x	14.8	0.4	-5.0	24.7	-6.8	x	-0.3	x	-1.1
> C=CCc1cc(Cl)ccc1OC(=O)Nc1cccc(Cl)c1
    12.5	0.6	-1.0	-1.8	-3.4	2.8	-18.7	-1.8	0.0	-4.4
> CCN(CC(=O)Nc1ccccc1C(F)(F)F)C(=O)Cn1c(=O)cnc2ccccc21
    x	6.0	1.6	x	8.8	2.9	7.7	-1.6	3.4	1.2
> Oc1[nH]c2ccccc2c1N=Nc1c(F)c(F)c(F)c(F)c1F
    x	13.3	4.0	-18.6	16.4	-0.3	x	x	x	-3.1
> O=C1N[C@@H](Cc2c[nH]c3ccccc23)COC(=O)[C@H](Cc2ccc(F)cc2)C/C=C\C[C@H]1CC(=O)N(CCO)Cc1ccccc1
    x	14.2	3.2	1.5	7.0	0.4	-8.1	-1.1	3.7	-7.8
> CCOc1ccc(NC(=O)c2ccc(N3CC4CC(C3)c3cccc(=O)n3C4)c(N)c2)cc1 (configuration not stated)
    12.8	4.2	10.2	-1.5	3.9	0.3	4.3	-1.1	1.1	-1.7
> CCOc1ccccc1N1CCN(CC(=O)NC(=O)NCc2ccco2)CC1
    22.3	-11.1	0.1	-6.5	-3.7	0.2	18.9	-0.4	0.1	0.7
> O=c1[nH]cnc2c1C1(CCCC1)Cc1ccccc1-2
    12.7	1.7	3.0	-15.3	9.4	0.5	-0.1	-1.1	3.3	-1.1
> C=CC[C@H](CC(=O)N(CCO)Cc1ccccc1)C(=O)NC[C@H](OC(=O)[C@@H](CC=C)CC(=O)OC(C)(C)C)c1ccccc1
    x	19.9	1.6	-4.5	1.8	-1.4	2.8	-2.1	-2.3	-3.7
> CC(C)c1cc(C(=O)N2CCCC(Nc3ccc(F)cc3)C2)n[nH]1 (configuration not stated)
    -5.4	13.9	1.2	-1.2	-0.3	0.7	-1.4	-1.0	2.2	-0.6
> Cc1n[nH]c(C)c1NC(=O)CN1CCN(S(=O)(=O)c2ccc(C(F)(F)F)cc2)CC1
    x	-2.1	4.9	2.2	9.1	4.8	x	7.2	x	-2.7
> CCN1CCN(C(c2cc(OC)c(OC)c(OC)c2)c2nnnn2C(C)C)CC1 (configuration not stated)
    -5.6	2.1	4.3	2.8	-10.1	-3.7	1.4	-0.9	0.3	-3.6
> COC1(OC)N=C(N)C2(C#N)C(c3ccc(C)cc3)C12C#N (configuration not stated)
    6.2	3.8	-7.6	3.7	11.4	3.0	4.8	-3.0	0.4	-0.7
> CCC(C(=O)Nc1ccc2c(c1)OCCO2)n1c(=O)[nH]c2ccccc2c1=O (configuration not stated)
    34.4	-3.0	-2.7	4.7	6.6	2.8	-9.8	-4.2	-1.0	-0.3
> CCn1c(SCC(=O)NCc2ccco2)nnc1-c1ccc(N)cc1
    6.2	-0.5	-1.0	-12.2	7.9	2.6	-2.7	-0.5	0.1	-2.5
> CCc1ccc(NC(=O)CSc2nc3cc(C(=O)OC)ccc3c(=O)n2Cc2ccco2)cc1
    20.0	-5.4	20.6	-0.3	9.1	1.2	-0.2	-1.2	-3.4	-0.1
> Cc1c(C(=O)O)sc2nc(/C=C/c3cccc(F)c3)[nH]c(=O)c12
    -22.4	12.2	-2.1	2.1	6.2	-1.3	-24.1	-0.8	-0.4	-10.8
> CC1CCC(=NNC(=O)c2ccccc2-n2cccc2)CC1 (configuration not stated)
    x	22.4	-0.8	5.6	3.2	3.0	10.6	-1.1	1.5	2.2
